Bioassay records (PubChem)
M. tuberculosis: growth inhibition of non-replicating M. tuberculosis (AID 488890). Mycobacterium tuberculosis non-replicating, growth inhibition; higher % means a stronger effect. inhibition, % at 25 µM; hits with a dose series show IC50 in µM. 320,000 compounds, 0.39% hits; in the data active = a potency from the dose series; inconclusive = inhibition mostly from about 82% at the one dose, without a potency; inactive = the rest, 99 in 100 with inhibition below about 76%;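 note: plate controls were DMSO cells for no effect and high antibiotic wells for full effect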
PhoP GFP inhibition: Inhibition of PhoP regulon, Salmonella typhi GFP reporter cells, confirmation, 4 h (AID 1850). 310,000 compounds, 0.33% hits. inhibition, % at 50 µM; hits with a dose series show IC50 in µM. Salmonella Typhi PhoP-promoter GFP reporter, fluorescence, 4 h; higher % means a stronger effect; in the data active = a potency from the dose series; inconclusive = inhibition mostly from about 25% at the one dose, without a potency; inactive = the rest, 99 in 100 with inhibition below about 19%;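 note: 0% = induced wells with vehicle and 100% = uninduced wells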
inhibitors of VEEV: inhibitors of VEEV TC-83 cytopathic effect, confirmation, Vero cells (AID 588727); Vero cells, VEEV TC-83 cytopathic effect inhibition; higher % means a stronger effect; one-dose inhibition, % at 20 µM; IC50 in µM for titrated hits; 350,000 compounds, 0.13% hits; in the data active = a potency from the dose series; inconclusive = inhibition mostly from about 14% at the one dose, without a potency; inactive = the rest, 99 in 100 with inhibition below about 12%; note: strong numbers were not always called active
H1N1 NS1A inhibition: H1N1 influenza NS1A inhibitors, functional cell based assay (AID 504329). NS1A functional cell-based assay, percent inhibition; higher % means a stronger effect. one-dose inhibition, % at 12.5 µM; IC50 in µM for titrated hits. 340,000 compounds, 0.3% hits; in the data active = a potency from the dose series; inconclusive = inhibition above about 27% without an active follow-up result; note: strong numbers were not always called active
M. tuberculosis HTS: M. tuberculosis growth inhibition, HTS (AID 449762); M. tuberculosis H37Rv growth inhibition, 7H9 media; higher % means a stronger effect; inhibition, % at 25 µM, or IC50 in µM where a hit was titrated; 330,000 compounds, 0.59% hits; in the data active = a potency from the dose series; inconclusive = inhibition above about 70% without an active follow-up result;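 note: bacterial growth assessed after seven days of incubation; strong numbers were not always called active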
inhibitors of VEEV 10K pilot screen: further read-out of inhibitors of VEEV, marked with its call; inhibition, %; measured here: 10K pilot screen inhibition
The depositor's hits bear a star; i = inactive; u = inconclusive; x = no result given. Compounds were not picked by outcome. About 1.5% of those tested had a hit in this group.

The first 6 entries, to show the layout:
SMILES	M. tuberculosis	PhoP GFP inhibition	inhibitors of VEEV	H1N1 NS1A inhibition	M. tuberculosis HTS	others
CC1CC(C)CN(C(=O)COC(=O)c2cc([N+](=O)[O-])ccc2N2CCOCC2)C1 (stereo unspecified)	27%	7%	3.9%	-7%	18%
Cc1ccc(C23CC4CC(CC(C(=O)NC(C)C(=O)O)(C4)C2)C3)cc1 (stereo unspecified)	0%	-1%	i	-2%	7%
COc1cccc(NC(=O)CN(c2ccc(C)cc2)S(=O)(=O)c2c(C)nn(C)c2C)c1	16%	1%	1.4%	1%	-1%
O=C(CN1C(=O)S/C(=C\c2ccccc2Cl)C1=O)NC1C=CS(=O)(=O)C1 (stereo unspecified)	-3%	-6%	0.0%	4%	0%
Cc1ccc(C(=O)NCC(=O)OCC(=O)c2ccccc2)s1	-3%	x	i	-18%	-1%
Cc1ccc(-c2nnn(CC(=O)N(CCCO)C(C(=O)NC3CCCC3)c3ccc(F)cc3)n2)o1 (stereo unspecified)	1%	-3%	0.3%	11%	-2%

The list itself, from the first entry:
SMILES	M. tuberculosis	PhoP GFP inhibition	inhibitors of VEEV	H1N1 NS1A inhibition	M. tuberculosis HTS	others
CC1CC(C)CN(C(=O)COC(=O)c2cc([N+](=O)[O-])ccc2N2CCOCC2)C1 (stereo unspecified)	27%	7%	3.9%	-7%	18%
Cc1ccc(C23CC4CC(CC(C(=O)NC(C)C(=O)O)(C4)C2)C3)cc1 (stereo unspecified)	0%	-1%	i	-2%	7%
COc1cccc(NC(=O)CN(c2ccc(C)cc2)S(=O)(=O)c2c(C)nn(C)c2C)c1	16%	1%	1.4%	1%	-1%
O=C(CN1C(=O)S/C(=C\c2ccccc2Cl)C1=O)NC1C=CS(=O)(=O)C1 (stereo unspecified)	-3%	-6%	0.0%	4%	0%
Cc1ccc(C(=O)NCC(=O)OCC(=O)c2ccccc2)s1	-3%	x	i	-18%	-1%
Cc1ccc(-c2nnn(CC(=O)N(CCCO)C(C(=O)NC3CCCC3)c3ccc(F)cc3)n2)o1 (stereo unspecified)	1%	-3%	0.3%	11%	-2%
CC1CCCCN1CC(=O)Nc1sccc1C#N (stereo unspecified)	15%	-6%	1.1%	0%	-3%
Cc1ccc(NC(=O)c2csc(-c3ccccc3)c2C)cc1	x	x	i	-3%	x
C[C@H](NC(=O)c1ccc(Cl)cc1)C(=O)OCn1nnc2ccccc2c1=O	57%	x	i	-6%	u
Cc1[nH]nc2c1C(c1ccc(N(C)C)cc1)C1=C(CC(C)(C)CC1=O)N2 (stereo unspecified)	14%	-10%	6.1%	-6%	4%
CC(C)OCCCNCC(O)c1ccccc1 (stereo unspecified)	-19%	-7%	0.2%	17%	0%
O=C(CNc1ccc(Br)cc1)c1ccccc1	28%	-5%	i	-5%	-30%
COC(=O)c1c(NC(=S)NC(=O)c2ccco2)sc2c1CCCC2	1%	-10%	i	8%	-3%
Cc1cc(C)nc(/N=C(\N)Nc2cc([N+](=O)[O-])ccc2C)n1	-19%	-2%	1.0%	8%	2%
CCOc1ccc(NC(=O)C2CC(=O)N(c3cc(C)cc(C)c3)C2)cc1 (stereo unspecified)	1%	-6%	2.9%	-3%	5%
NC1CCN(c2cccc(Cl)n2)CC1	2%	-3%	x	x	-2%
COC(=O)CCC(=O)Nc1nccs1	21%	3%	0.1%	-1%	5%
CC(C(=O)NC1CCCC1)N(c1ccc(Oc2ccccc2)cc1)S(C)(=O)=O (stereo unspecified)	-2%	1%	1.4%	-11%	-3%
CCCCn1c(-c2nn(C)cc2Cl)n[nH]c1=S	-5%	1%	1.5%	1%	2%
COC(=O)C(O)(c1ccc(N(C)C(=O)OC(C)C)cc1)C(F)(F)F (stereo unspecified)	6%	1%	i	-16%	4%
COc1ccc(NC(=O)Nc2ccon2)cc1OC	-15%	-8%	3.2%	-3%	-4%
Cc1ccc(-n2nc3c(=O)n(CC(=O)NCc4cccs4)nc(C)c3c2C)cc1	9%	14%	i	-19%	8%
CSc1ccc(NC(=O)NCc2ccccc2)cc1	33%	-15%	4.5%	5%	0%
Cc1[nH]c2ccccc2c1SCC(=O)N1CCN(c2ccccc2)CC1	29%	-3%	7.2%	4%	4%
O=C(O)C1CCCN1S(=O)(=O)c1ccc2c(c1)CCC2 (stereo unspecified)	0%	1%	0.5%	-1%	-1%
COc1ccc(NC(=O)c2cccc(N3C(=O)C4C5CCC(C5)C4C3=O)c2)cc1 (stereo unspecified)	5%	-1%	8.5%	-8%	-6%
O=C(Cn1c(=O)c2c(ncn2Cc2ccccc2)n(Cc2ccccc2)c1=O)N1CCc2ccccc21	22%	3%	i	5%	-3%
Cc1ccc2nc(COC(=O)c3cnccn3)cc(=O)n2c1	2%	x	i	-2%	2%
COc1ccc(C(=S)N2CCN(c3ccccc3C)CC2)cc1OC	x	x	5.9%	7%	x
CCc1ccc(S(=O)(=O)Nc2cc3c(cc2N2CCOCC2)n(C)c(=O)c(=O)n3C)cc1	-6%	-8%	1.4%	1%	9%
O=[N+]([O-])c1ccc2nc(-c3ccc(OC(F)F)cc3)cn2c1	59%	-9%	1.3%	-7%	22%
Cc1cc(=O)oc2c(C)c(OCC(=O)NC3CC(C)(C)NC(C)(C)C3)ccc12	-5%	-5%	1.0%	-5%	5%
CNC(=O)CSc1nc2cccnc2n1C1CCCCC1	-2%	-2%	5.4%	0%	-5%
Cc1n[nH]c(=S)n1/N=C/c1ccc(OCc2ccc(Cl)cc2)cc1	41%	12%	1.3%	-5%	0%
COc1ccc(-c2noc(=O)[nH]2)cc1	0%	-1%	0.1%	-1%	8%
O=C(O)CSCc1cnn(-c2ccccc2)c1-n1cccc1	x	-1%	1.7%	-7%	x
Nc1ccc(S(=O)(=O)N2CCCC2)cc1	-1%	-15%	0.6%	-4%	-1%
O=C(c1ccc2c(c1)[nH]c(=S)n1c3ccccc3nc21)N1CCN(c2ncccn2)CC1	-1%	-10%	4.7%	14%	8%
CCCc1cc(=O)oc2cc(C)cc(OCC(=O)NC3CC3)c12	-12%	9%	i	7%	0%
Cc1cc(C)cc(C(=O)N(CCc2ccccc2)C2=CC3CCC(C2)N3C)c1 (stereo unspecified)	4%	-10%	1.0%	2%	-3%

Random excerpt: 3 records from the list
SMILES	M. tuberculosis	PhoP GFP inhibition	inhibitors of VEEV	H1N1 NS1A inhibition	M. tuberculosis HTS	others
Nc1ccc(S(=O)(=O)N2CCCC2)cc1	-1%	-15%	0.6%	-4%	-1%
Cc1ccc(-n2nc3c(=O)n(CC(=O)NCc4cccs4)nc(C)c3c2C)cc1	9%	14%	i	-19%	8%
O=C(c1ccc2c(c1)[nH]c(=S)n1c3ccccc3nc21)N1CCN(c2ncccn2)CC1	-1%	-10%	4.7%	14%	8%

Later entries
SMILES	M. tuberculosis	PhoP GFP inhibition	inhibitors of VEEV	H1N1 NS1A inhibition	M. tuberculosis HTS	others
Cc1nn(C)c(NC(=O)c2ccc([N+](=O)[O-])cc2)c1Cl	-1%	0%	0.0%	-1%	-4%
Cc1cc2c(cc1S(N)(=O)=O)S(=O)(=O)CCC2	4%	11%	0.2%	-1%	-7%
CC(=O)c1ccc(NC(=O)C(C)Sc2nnc(C3CCCCC3)o2)cc1 (stereo unspecified)	61%	6%	x	x	-7%
CC(Sc1nnc(-c2ccco2)n1C)C(=O)Nc1ccc(N2CCOCC2)cc1 (stereo unspecified)	x	x	0.4%	-2%	x
Cc1ccc(S(=O)(=O)Nc2cncnc2NS(=O)(=O)c2ccc(C)cc2)cc1	x	x	5.9%	-9%	x
CCc1ccc(CN(C)C(=O)C2CCC(=O)N(CCc3ccc(OC)cc3)C2)nc1 (stereo unspecified)	3%	4%	i	-3%	5%
CN1CCN(c2cn[nH]c(=O)c2Cl)CC1	5%	4%	i	2%	-7%
COc1ccc(C2CC(=O)c3cc(OC)c(OC)cc32)cc1OC (stereo unspecified)	-5%	-6%	i	x	3%
O=C(Nc1nc2c(F)cccc2s1)c1ccc([N+](=O)[O-])o1	x	-2%	2.1%	0%	25%
N#CCCN(C(=O)CSc1nc2nc(-c3cccs3)cc(C(F)(F)F)c2c(=O)[nH]1)c1ccccc1	-7%	-1%	7.5%	-1%	1%
CCN(CC)C(=S)SCC(=O)Nc1cccc(C(F)(F)F)c1	53%	5%	i	9%	-6%
CCOC(=O)C(NC(=O)Nc1ncccn1)(Oc1ccccc1)C(F)(F)F (stereo unspecified)	x	3%	0.5%	-4%	9%
Cc1cc(NC(=O)c2ccc(C#N)cc2)n(-c2ccccc2)n1	-4%	2%	i	1%	-1%
Nn1c(COc2ccc(Cl)cc2)n[nH]c1=S	-20%	2%	0.7%	8%	-3%
Cc1ccc(CN2CC(C(=O)NNC(=O)Cn3ccc(C(F)(F)F)n3)CC2=O)cc1 (stereo unspecified)	-11%	x	3.3%	-5%	-2%
CCn1nc(C)c(CN2CCN(Cc3ccsc3)C(CCO)C2)c1C (stereo unspecified)	3%	4%	1.0%	0%	2%
NS(=O)(=O)c1ccc(CCNC(=O)/C=C/c2ccccc2[N+](=O)[O-])cc1	2%	-4%	1.7%	6%	-6%
COc1ccccc1NC(=O)Cn1c(=O)n(CCc2c[nH]c3ccccc23)c(=O)c2cccnc21	23%	12%	9.7%	7%	-4%
COc1ccccc1/C=N/NC(=O)c1ccccc1NS(=O)(=O)c1ccc(C)cc1	57%	5%	0.1%	-6%	-2%
Cc1ccccc1C1=N/C(=C/c2cccnc2)C(=O)O1	i	-5%	0.4%	6%	0%
O=C(/C=C/c1ccco1)NC1CCCC1	51%	-4%	1.0%	-12%	-1%
CS(=O)(=O)N1CCN(c2ccc(NC(=S)NC(=O)c3ccc4c(c3)OCO4)cc2)CC1	20%	7%	1.3%	4%	-6%
O=C(c1cn(-c2ccccc2)nc1-c1cccnc1)N1CCN(S(=O)(=O)c2cccc(F)c2)CC1	12%	x	1.1%	7%	-1%
O=C(Nc1ccccc1N1CCOCC1)C1CCN(S(=O)(=O)c2ccc(Cl)cc2)CC1	27%	-6%	2.1%	14%	-5%
COC(=O)c1ccc(/C=N/NC(=O)c2cccc(F)c2)cc1	51%	1%	4.8%	2%	28%
COCCCn1c(SCc2nc3ccccc3c(=O)[nH]2)nc2ccccc2c1=O	-2%	0%	8.0%	-3%	-1%
Cc1ccc(S(=O)(=O)N2CCOCC2)cc1C(=O)OCC(=O)c1ccc(Br)cc1	0%	x	4.1%	2%	6%
CCN(CC(=O)NC(=O)NC1CCCCC1)Cc1nc2ccccc2c(=O)[nH]1	u	7%	4.2%	1%	27%
O=C(CNC(=O)c1cccs1)NCCN1CCN(Cc2ccccc2)CC1	6%	-5%	i	-4%	-2%
O=C1CCN(CCCc2ccccc2)CCN1CCO	0%	11%	0.4%	6%	3%	inhibitors of VEEV 10K pilot screen=1.8
CCc1nnc(NC(=O)c2cc(S(=O)(=O)N3CCCCC3)ccc2C)s1	29%	x	i	-12%	-10%
Cc1ccc(Cl)cc1-c1ccc(C=Nc2ccc(N3CCOCC3)cc2)o1	50%	-11%	i	3%	-3%
CCC/C(=N/NC(=O)c1cccc(Cl)c1)c1ccccc1	77%	0%	0.3%	-6%	-8%
Cn1cccc1/C=C1/C(=O)NC(=O)N(C(C)(C)C)C1=O	-7%	2%	0.7%	-9%	-5%
CCN(CC)CCN1C(=O)C(=O)/C(=C(/O)c2ccc(Cl)cc2)C1c1ccncc1 (stereo unspecified)	x	x	i	1%	x
COc1cc(C(=O)NCC(=O)N/N=C(/C)c2ccc3c(c2)CCCC3)cc(OC)c1OC	9%	2%	0.6%	-3%	0%
COc1cccc(/C=N/n2c(-c3ccco3)nc3ccccc3c2=O)c1OC	6%	-6%	9.8%	3%	1%
S=C(NCc1ccccc1)Nc1cccc2ccccc12	72%	-10%	5.4%	3%	-9%
Cc1cc(OC(=O)N2CCCCC2)cc(C)c1Cl	79%	6%	3.3%	-8%	9%
CC(=O)COc1nc2c(c(-c3ccco3)c1C#N)CCc1ccccc1-2	1%	-1%	x	x	10%
Cc1ccc(-c2ccccc2NC(=O)C2C3C=CC(C3)C2C(=O)O)o1 (stereo unspecified)	25%	-7%	i	6%	3%
O=C(c1ccccn1)N1CCN(S(=O)(=O)c2ccc3ccccc3c2)CC1	-20%	8%	i	9%	-4%
O=P(O)(O)C(O)C(F)(F)C(F)(F)C(F)(F)C(F)F (stereo unspecified)	-12%	3%	i	5%	2%	inhibitors of VEEV 10K pilot screen=0.0
CC(C)C(NC(=O)c1c(F)cccc1F)C(=O)NC1CC(C)(C)NC(C)(C)C1 (stereo unspecified)	-2%	-8%	1.6%	10%	-7%
O=C1CCCN1CCCNS(=O)(=O)c1ccc(F)cc1F	-1%	15%	i	-11%	-2%
N#Cc1ccc2nc3c(nc2c1)CCCC3	0%	5%	0.3%	0%	48%
